BH1578 lux ind: quorum light induction in luxS cqsA deficient V. cholerae | activation, % at 18.7 µM | V. cholerae BH1578 lux reporter, luminescence, 6 h | 0.16% of 350,000 active; in the data active = activation mostly above about 9.7%, no sharp cut-off; note: not every result past the cut was called active; inactives centre near 0; reference of the scale not given here
CCHFV vOTU inh: CCHFV vOTU protease inhibition. Pep-AMC fluorescence. inhibition, % at 11.5 µM. 0.55% of 370,000 active; in the data active = inhibition above about 30%; note: 0% = vehicle wells with enzyme and 100% = no enzyme wells
Rv3671c protease: inhibitors of M. tuberculosis serine protease Rv3671c; inhibition, % at 5.96 µM; P9WHR9; 0.048% of 320,000 active; in the data active = inhibition above about 38%;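 note: extracellular domain of Rv3671c used as enzyme; 0% = enzyme with DMSO and 100% = no enzyme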
Target sequence (P9WHR9 whole entry, looked up, the tested form may be a part): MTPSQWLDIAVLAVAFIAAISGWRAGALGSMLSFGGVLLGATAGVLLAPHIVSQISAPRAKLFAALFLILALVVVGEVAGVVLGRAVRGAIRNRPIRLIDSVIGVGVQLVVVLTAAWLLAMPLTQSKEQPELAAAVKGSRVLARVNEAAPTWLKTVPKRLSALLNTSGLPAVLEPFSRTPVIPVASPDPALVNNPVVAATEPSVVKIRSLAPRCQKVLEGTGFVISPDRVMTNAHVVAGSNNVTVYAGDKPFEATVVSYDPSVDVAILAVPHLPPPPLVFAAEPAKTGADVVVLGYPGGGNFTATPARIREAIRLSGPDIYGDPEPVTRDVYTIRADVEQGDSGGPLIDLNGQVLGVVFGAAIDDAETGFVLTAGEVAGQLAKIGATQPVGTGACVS
PriA SSB inh: blocks PriA binding to SSB C-terminal tail; AlphaScreen SSBct-PriA binding, biotinylated peptide; inhibition, % at 33 µM; 0.6% of 430,000 active; AID 1272365; in the data active = inhibition mostly above about 37%, no sharp cut-off; inactive = mostly below about 20%;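 note: plate controls were negative control peptide for no effect and reference peptide for full effect; strong numbers were not always called active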
3CLpro inhibitor: SARS-CoV 3CLpro protease inhibition; P0C6X7; recombinant SARS-CoV 3CLpro, quenched FRET peptide cleavage; inhibition, % at 6 µM; 0.14% of 290,000 active; AID 1706; in the data active = inhibition above about 12%
TcdB inh: inhibitors of Clostridioides difficile toxin B glycohydrolase. TcdB glycohydrolase enzymatic assay, plate reader. inhibition, % at 9.99 µM. 0.24% of 350,000 active. AID 652162; in the data active = inhibition above about 10%
MazF activator: increases E. coli MazEF RNase cleavage of RNA; P0AE70; FAM/BHQ RNA-DNA oligo cleavage fluorescence, 5 h; activation, % at 20 µM; 0.32% of 350,000 active; AID 504720; in the data active = activation above about 50%
Target sequence (P0AE70 whole entry, looked up): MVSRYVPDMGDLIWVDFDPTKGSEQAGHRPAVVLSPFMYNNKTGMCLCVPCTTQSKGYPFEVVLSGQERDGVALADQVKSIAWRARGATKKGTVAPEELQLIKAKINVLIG
PrPC surface inh: cell surface PrPC inhibition, primary TR-FRET screen; AID 720596; TR-FRET read-out; 0.43% of 370,000 active; inhibition, % at 13.8 µM; in the data active = inhibition above about 24%; note: 0% = median of the test wells and 100% = reference compound wells
Y pestis TopoI: inhibitors of Yersinia pestis topoisomerase I | 0.064% of 360,000 active | Y. pestis Topo-I cleavage product accumulation, plate reader | AID 504884 | activity, % at 10 µM; in the data active = activity above about 50%, passing the limit was not always enough; note: inactives centre near 2
VHR inh abs: blocks human VHR1 dual specificity phosphatase; recombinant VHR phosphatase, pNPP absorbance; inhibition, % at 13.3 µM; 0.52% of 290,000 active; in the data active = inhibition above about 50%; note: some compounds called inactive have numbers as strong as hits
Target sequence (P51452 whole entry, looked up): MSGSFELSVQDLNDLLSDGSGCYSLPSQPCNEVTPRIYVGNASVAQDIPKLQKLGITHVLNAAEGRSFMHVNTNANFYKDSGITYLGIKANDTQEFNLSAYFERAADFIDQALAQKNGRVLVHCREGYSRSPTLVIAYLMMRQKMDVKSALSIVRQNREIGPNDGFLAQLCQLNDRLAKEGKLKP
An asterisk follows results filed as active; i = inactive; nt = no result given; & = joins results of further samples. Only part of the results is shown, so the mix of outcomes need not match the whole.

No.	mol	Y pestis TopoI	BH1578 lux ind	TcdB inh	PriA SSB inh	MazF activator	VHR inh abs	Rv3671c protease	CCHFV vOTU inh	PrPC surface inh	3CLpro inhibitor
1	CCN(CC)S(=O)(=O)c1cc([N+](=O)[O-])ccc1NNC(=O)Nc1ccccc1	nt	nt	nt	19	4	23	10	-4	-8	4
2	CC(=O)c1ccc(NC(=O)CCCCCn2nnc3ccccc3c2=O)cc1	-3	i	1.1	-1&9	-6	11	-17	17	2	-6
3	O=C(/C=C/c1ccccc1)N1Cc2ccccc2-n2nncc2C1	1	-0.3	0.6	nt	1	nt	nt	8	3	nt
4	O=S(=O)(Nc1ccc(-c2ccc3nncn3n2)cc1)c1ccccc1Cl	-8	i	0.9	-25&0	4	nt	-1	8	-8	nt
5	CCC1CCCCN1C(=O)CSc1nnc(-c2ccc3c(c2)OCCO3)o1 (stereo unspecified)	3	-0.9	nt	-3	8	32	1	6	5	-2
6	COc1ccccc1NC(=O)CCc1c(C)nc2c(-c3ccc(F)cc3)c(C)nn2c1C	-1	-0.4	0.6	-2	11	-5	-5	-12	5	4
7	NC(=O)COC(=O)c1cc(-c2ccco2)nc2ccccc12	-12	-1.0	0.7	2	10	-7	-2	-41	-4	-1
8	CC(=O)OCC1=C(C(=O)O)N2C(=O)C(NC(=O)CC(C)c3ccccc3)C2SC1 (stereo unspecified)	-3	2.3	0.9	-1	1	nt	0	-8	-8	nt
9	CCOC(=O)c1c(-c2ccccc2)oc2cc(CN(C)C)c(O)c(CN(C)C)c12	-5	-0.4	4.5	1	27	nt	1	4	3	0
10	N#Cc1cc([N+](=O)[O-])ccc1NC(=O)COC(=O)CCC1CCCCC1	nt	nt	-0.7	nt	nt	13	-9	-3	-24	3
11	C=CCOC(=O)C1=C(C)OC(N)=C(C#N)[C@@]12C(=O)N(CC(N)=O)c1ccccc12	5	-2.1	nt	-6	8	22	0	10	-14	-1
12	O=C(CSc1ccccc1)Nc1ccc(Cl)c(S(=O)(=O)N2CCOCC2)c1	22	1.0	1.4	-7	7	nt	3	4	-2	nt
13	O=C1c2cccnc2C(=O)N1Cc1ccc(S(=O)(=O)N2CCOc3ccccc32)cc1	12	-0.3	1.5	-12	-4	-3	-7	0	-5	6
14	COc1cccc(NC(=O)Nc2ccccc2C(N)=O)c1	2	i	0.5	-7	8	20	-12	7	-1	4
15	CCOCCCNC(=O)C(c1ccc(C)cc1)N1CCOCC1 (stereo unspecified)	-9	-0.1	0.0	-10	3	9	-7	2	6	nt

Three entries from above, field by field.
#9 CCOC(=O)c1c(-c2ccccc2)oc2cc(CN(C)C)c(O)c(CN(C)C)c12
  Y pestis TopoI = -5; BH1578 lux ind = -0.4; TcdB inh = 4.5; PriA SSB inh = 1; MazF activator = 27; VHR inh abs = nt; Rv3671c protease = 1; CCHFV vOTU inh = 4; PrPC surface inh = 3; 3CLpro inhibitor = 0

#15 CCOCCCNC(=O)C(c1ccc(C)cc1)N1CCOCC1 (stereo unspecified)
  Y pestis TopoI = -9; BH1578 lux ind = -0.1; TcdB inh = 0.0; PriA SSB inh = -10; MazF activator = 3; VHR inh abs = 9; Rv3671c protease = -7; CCHFV vOTU inh = 2; PrPC surface inh = 6; 3CLpro inhibitor = nt

#3 O=C(/C=C/c1ccccc1)N1Cc2ccccc2-n2nncc2C1
  Y pestis TopoI = 1; BH1578 lux ind = -0.3; TcdB inh = 0.6; PriA SSB inh = nt; MazF activator = 1; VHR inh abs = nt; Rv3671c protease = nt; CCHFV vOTU inh = 8; PrPC surface inh = 3; 3CLpro inhibitor = nt

Later entries:
No.	mol	Y pestis TopoI	BH1578 lux ind	TcdB inh	PriA SSB inh	MazF activator	VHR inh abs	Rv3671c protease	CCHFV vOTU inh	PrPC surface inh	3CLpro inhibitor
16	CCOP(=O)(CC(C(C)=O)C(O)c1ccccc1)OCC (stereo unspecified)	5	i	0.7	-4	-1	4	9	-3	0	2
17	O=C(c1cccc(S(=O)(=O)N2CCOCC2)c1)N(Cc1ccc(F)cc1)Cc1ccco1	28	-1.9	2.3	4	6	21	8	-3	9	-1
18	Cc1ccc(S(=O)(=O)N2CCC(C(=O)OCC(=O)NCCc3ccccc3)CC2)cc1C	11	0.7	16*	7	-2	nt	1	7	-2	nt
19	O=C(COC(=O)COc1ccc(Br)cc1)NCC1CCCO1 (stereo unspecified)	1	-2.9	1.0	-1	10	nt	-5	-3	6	nt
20	COC(=O)c1ccc(CSc2nnc(NC(C)C)s2)o1	2	-0.1	0.9	-20	5	19	-1	8	8	6
21	COc1ccc(C)cc1S(=O)(=O)N1CCN(S(=O)(=O)c2cc(C)ccc2OC)CC1	22	2.9	nt	4&-18	2	-2	2	4	6	9
22	COc1ccc(OC)c(S(=O)(=O)Nc2ccc3c(c2)N(C(C)=O)CCC3)c1	-7	-1.6	-5.9	-8	-4	nt	-4	10	5	nt
23	COc1ccc(-c2[nH]ncc2CN2CCN(C(=O)c3ccco3)CC2)cc1F	16	i	0.7	-4	7	18	9	12	2	2
24	Cc1ccccc1C(=O)NC1CCN(Cc2ccccc2)CC1	0	i	0.5	5	-3	0	-3	8	-5	2
25	C[C@@H]1CN([C@@H](C)CO)C(=O)c2cc(Br)cnc2O[C@@H]1CN(C)C(=O)CN(C)C	7	-0.5	0.6&-2.0	nt	4	nt	nt	-6	-2	nt
26	O=C(NCc1ccccc1)NC(=O)c1ccccc1F	-4	-0.4	-0.5	-11	5	23	1	3	0	-5
27	CC(NC(=O)CCCC1CCCCC1)c1ccc(S(N)(=O)=O)cc1 (stereo unspecified)	10	-0.9	0.5	-10	3	21	9	-4	4	4
28	C[C@H](CO)N1C[C@H](C)[C@H](CN(C)C(=O)c2cc(-c3ccccc3)on2)OCc2cnnn2CCCC1=O	5	i	0.0&-0.1&1.3	nt	-1	nt	nt	-4	-3	nt
29	CC(NC(=O)NC1CCCCC1)c1ccccc1 (stereo unspecified)	-3	-8.7	0.7	11	10	-7	4	-1	-1	1
30	CCOC(=O)N1CCC(N2C(=O)c3ccccc3C2Nc2cc(C)cc(C)c2)CC1 (stereo unspecified)	13	-0.4	0.5	-1	7	-8	3	4	8	1
31	CN1C(=O)/C(=C/c2ccc(OCc3ccc(C(=O)O)cc3)c(Cl)c2)NC1=S	-1	-0.3	1.7	7	3	4	-23	-3	-6	2
32	COc1ccc(Br)c(C(=O)Nc2cccc(Cl)c2Cl)c1	-4	i	nt	-14	2	-7	-30	-6	6	6
33	CC(=O)c1nc(-c2ccccc2)sc1C	9	0.7	5.3	-1	7	21	-5	14	-7	2
34	Clc1ccc(-c2nc(CSc3ccccn3)cs2)cc1	24	0.7	1.0	nt	-4	nt	nt	-4	6	nt
35	Cc1ccc(C)c(NC(=O)COC(=O)CNC(=O)C2CCCCC2)c1	-6	-7.1	-1.2	5	10	nt	7	-17	-4	nt
36	COc1ccccc1CN(C)CC(=O)NC1CCCc2ccccc21 (stereo unspecified)	19	-0.3	-1.3	0	1	19	-3	2	2	1
37	CCOC(=O)N1CCN(c2c(NCc3ccccc3OC)c(=O)c2=O)CC1	-9	nt	0.2	-11	4	4	8	-4	1	2
38	Cc1cc(Br)ccc1NC(=O)CNC(=O)CN1C(=O)NC2(CCCCCC2)C1=O	2	i	nt	-7	2	21	7	-13	3	4
39	O=C(C[n+]1ccccc1)N/N=C/c1cccs1	3	-0.2	-0.1	nt	0	18	0	16	11	1
40	COCCCNC(=O)[C@H]1N2C(=O)c3ccccc3C2SC1(C)C (stereo partly specified)	6	-1.1	-0.1	-10	-5	-1	-5	2	1	-1
41	Cc1cc(NC(=O)COc2cccc(Oc3ccccc3)c2)no1	4	-17	nt	-10	-7	-20	1	3	-6	-1
42	O=C(CSc1nc2ccccc2c(=O)n1Cc1ccco1)N1CCCCCC1	10	i	nt	-17	0	22	-2	4	-7	3
43	COC(=O)N1C(c2ccccc2)C1c1ccccc1 (stereo unspecified)	3	i	0.7	-31	8	10	-9	-4	-6	-2
44	CC1(C(=O)NS(=O)(=O)Cc2ccccc2)CCN1C(=O)C/C=C/c1ccccc1 (stereo unspecified)	-5	-0.9	-1.3	nt	nt	nt	nt	-4	-7	nt
45	CC(C)C1C(=O)N(Cc2cn(CCC3OCCCO3)nn2)CCS(=O)(=O)N1Cc1ccc(-c2cccc(CO)c2)cc1 (stereo unspecified)	14	-0.5	-0.2	nt	4	nt	nt	3	-6	nt

Sorted by SMILES length (falling): some entries from above
No.	mol	Y pestis TopoI	BH1578 lux ind	TcdB inh	PriA SSB inh	MazF activator	VHR inh abs	Rv3671c protease	CCHFV vOTU inh	PrPC surface inh	3CLpro inhibitor
45	CC(C)C1C(=O)N(Cc2cn(CCC3OCCCO3)nn2)CCS(=O)(=O)N1Cc1ccc(-c2cccc(CO)c2)cc1 (stereo unspecified)	14	-0.5	-0.2	nt	4	nt	nt	3	-6	nt
1	CCN(CC)S(=O)(=O)c1cc([N+](=O)[O-])ccc1NNC(=O)Nc1ccccc1	nt	nt	nt	19	4	23	10	-4	-8	4
41	Cc1cc(NC(=O)COc2cccc(Oc3ccccc3)c2)no1	4	-17	nt	-10	-7	-20	1	3	-6	-1

Other compounds follow.
No.	mol	Y pestis TopoI	BH1578 lux ind	TcdB inh	PriA SSB inh	MazF activator	VHR inh abs	Rv3671c protease	CCHFV vOTU inh	PrPC surface inh	3CLpro inhibitor
46	Cc1ccc(NC(=O)CN2C(=O)N/C(=C/c3ccccc3OCc3cccc(C(=O)O)c3)C2=O)cc1	7	-0.3	-5.5	-15	-9	6	-55	15	-10	0
47	Cn1c(O)c(/C=N/N2CCOCC2)c(=O)[nH]c1=S	nt	nt	nt	nt	-5	-6	-10	nt	nt	4
48	CN(C)CCOC1c2ccccc2-c2ccccc21	3	i	-1.1	-5	-2	21	2	-7	-2	0
49	COc1ccc(C(C)=O)cc1CN1C(=O)NC2(CCCC2)C1=O	0	-0.9	nt	-13	-2	34	-10	-1	-3	-2
50	O=C(C1CCN(S(=O)(=O)c2cccc3nonc23)CC1)N1CCCCC1	1	-0.2	0.6	-7	10	26	3	14	-15	-6
51	N=c1c(C(=O)NCc2ccc(F)cc2)cc2c(=O)n3ccccc3nc2n1CC1CCCO1 (stereo unspecified)	2	5.0	nt	-4	-6	31	-5	-172	-45	-3
52	CNC(C)C#Cc1ccc2c(=O)c3cc(C)c(C)cc3oc2c1 (stereo unspecified)	22	0.8	0.6	-5	1	nt	-24	-10	-1	nt
53	O=C(CN1C(=O)c2ccccc2C1=O)Nc1ccccc1	-7	i	1.7	-17	12	11	-6	7	6	-1
54	O=C1NCCCC1C(=O)N1CCN(C(=O)c2ccco2)CC1 (stereo unspecified)	12	i	-0.3	11	-2	10	-9	-8	-1	3
55	COc1ccc2[nH]c(CN3CCN(CC(C)C)C(CCO)C3)c(C)c2c1 (stereo unspecified)	-8	i	nt	-17	-7	0	8	22	-5	2
56	C/C(=N\NC(=S)Nc1ccc(C)c(C)c1)c1ccc(N2CCOCC2)cc1	-2	-0.1	-0.7	nt	8	-8	-2	-13	5	2
57	C/C(=N/NC(=O)CCc1c(C)n[nH]c1C)c1cccc([N+](=O)[O-])c1	-9	-0.4	-1.0	nt	6	5	3	-10	-9	-8
58	CC(=O)Nc1ccc(S(=O)(=O)CC(=O)CS(=O)(=O)c2ccc(NC(C)=O)cc2)cc1	-1	-0.7	0.7	nt	1	nt	nt	1	-4	nt
59	CC(C)CC(=O)/C=C/n1c(=S)oc2ccccc21	2	-0.4	1.8	-1	-1	8	-44	2	4	0
60	O=C(c1ccco1)N1CCN(C(=S)Nc2ccccc2Cl)CC1	4	i	2.2	-10	-1	14	-9	-6	2	0
61	O=C(NCCc1ccc(Cl)cc1)C1CCN(S(=O)(=O)c2ccc(-n3cnnn3)cc2)CC1	-2	-1.4	nt	-14	-1	32	-2	2	-5	4

Screening results deposited in PubChem BioAssay by several laboratories.
